Source: PubChem BioAssay
UTI89 phage lysis = inhibition of K1F phage lysis, E. coli UTI89, bacterial capsule biogenesis inhibitors, alamar blue (AID 488966) | hit rate 0.02% among 340,000 | E. coli UTI89 K1F phage lysis, alamar blue, 2 h; higher % means a stronger effect | one-dose inhibition, % at 100 µM; IC50 in µM for titrated hits;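 active = phage lysis inhibition, versus mean bacterial control, above a set limit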;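 note: capsule biogenesis inhibitors block K1F phage lysis so surviving cells raise fluorescence; higher fluorescence means more inhibition of phage lysis; actives were called in the ten point dose series up to 300 µM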
bCat nuc transl = beta-catenin nuclear translocation modulation. HeLa beta-catenin nuclear translocation, immunofluorescence imaging. nuclear translocation activity, % at 5 µM. hit rate 0.3% among 190,000. AID 1665;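 active = nuclear translocation activity above 50% at 5 µM, with a well cell count of 50 or more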;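 note: per-cell ratio of nuclear to cytoplasmic median beta-catenin stain intensity; plate controls were DMSO negative control for no effect and GSK-3 inhibitor IX positive control for full effect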
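Read-out: Nuclear/cytoplasmic beta-catenin signal ratio, % activation | Assay system: Human HeLa cell line | Times: 24 h compound exposure at 37°C, 5% CO2 | Signal: Fluorescence imaging of beta-catenin antibody stain plus DAPI | Dosing: 5 µM primary, 0.02–20 µM confirmation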
Dynein transport = blocks dynein driven cargo transport along microtubules | 3617.4 mouse cells, GR-EGFP nuclear translocation imaging; test concentration mostly 20 µM; stimulated with dexamethasone, 1 µM; stronger effect = lower value | z-score, hits read low | hit rate 0.47% among 220,000 | AID 1381;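 active = plate z-score of nuclear minus cytoplasmic receptor signal below a set negative limit, without overly bright fluorescence or cell loss, cut at about -3.5 in these data, passing the limit was not always enough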;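 note: z-score of nuclear minus cytoplasmic ring GR-EGFP intensity difference per well; some compounds called inactive have numbers as strong as hits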
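medium = tetracycline-free induction medium containing charcoal-stripped FBS | also added = 1.0 µM final dexamethasone stimulus | schedule = 48 h induction, 1 h compound, 30 min dex at 37 °C | technique = fixed, Hoechst-stained cells imaged at 10x for EGFP | measure = GR-EGFP nuclear translocation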
MT stabilizer = microtubule stabilizers in HeLa cells; HeLa tubulin immunostaining HCS, 24 h; share of cells brighter than vehicle mean+2SD; % tubulin-high responders, % at 10 µM; hit rate 0.83% among 200,000; AID 2205;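 active = plate Z-score above 3 for both tubulin-high and condensed-nucleus cell shares, with cell loss under 80%, at 10 µM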;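 note: anti alpha tubulin signal scored within the nucleus-defined area of each cell; some results filed as inactive read as strong as hits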
Autophagy mod = alters autophagy in cells; MEF GFP-LC3 puncta imaging; test concentration mostly 10 µM; calls only at 10 µM (by protocol); hit rate 0.98% among 190,000; AID 463193;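 active = percentage of spot-positive cells more than 3 SD above its plate mean, without a fluorescence outlier flag or 80% toxicity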;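 note: spot-positive cell cutoff set from DMSO-treated cells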
Ins promoter up = MIN6 insulin promoter up-regulation. z-score at 5 µM. MIN6 insulin promoter-GFP reporter, high-content imaging; stronger effect = higher value. AID 1625. hit rate 0.3% among 190,000;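 active = z-score above 3 at 5 µM with at least 500 cells counted in the well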
P. falciparum M1AAP = P. falciparum M1AAP inhibitors, biochemical, fluorogenic H-Leu-NHMec substrate, 1536-well (AID 1445). one-dose inhibition, % at 30 µM; IC50 in µM for titrated hits. hit rate 0.42% among 220,000. recombinant M1AAP, H-Leu-NHMec fluorogenic kinetic assay; higher % means a stronger effect;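 active = primary inhibition above the hit cutoff, then over 50% inhibition at one or more dose response concentrations, cut at about 23% in these data, passing the limit was not always enough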;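 note: plate controls were DMSO full reaction for no effect and no enzyme background for full effect; strong numbers were not always called active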
ER stress rescue = protection against thapsigargin-triggered cell killing – 384-well, CSM14.1, ATP luminescence, primary screen (AID 1222); CSM14.1 thapsigargin-induced death rescue, ATP luminescence; higher % means a stronger effect; cellular ATP content (survival), % at 20 µM; hits with a dose series show EC50 in µM; 190,000 tested, under 10 active;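 active = EC50 below 50 µM in the dose-response confirmation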;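 note: death triggered by thapsigargin at about 15 µM added after 2 h compound pretreatment; cell ATP read after overnight thapsigargin exposure of roughly 18 to 22 hours; normalized against plate controls of thapsigargin alone and 5% DMSO vehicle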
P. falciparum M17LAP = P. falciparum M17LAP inhibitors, primary screen, biochemical, fluorogenic H-Leu-NHMec substrate, 1536-well (AID 1619) | one-dose inhibition, % at 30 µM; IC50 in µM for titrated hits | recombinant M17LAP, H-Leu-NHMec fluorogenic kinetic assay; higher % means a stronger effect | hit rate 0.38% among 220,000;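 active = compound inhibiting the enzyme by more than half at any dose during confirmatory dose-response retesting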;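 note: plate controls were full reaction with DMSO carrier for no effect and no enzyme background for full effect; strong numbers were not always called active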
Dynein transport cytoplasmic EGFP = further read-out of Dynein transport, marked with its call; z-score; measured here: cytoplasmic GR-EGFP intensity; stronger effect = higher value
Dynein transport nuclear GR-EGFP = further read-out of Dynein transport, marked with its call; z-score; measured here: nuclear GR-EGFP intensity;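 lower value marks the stronger effect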
Dynein transport cell count = recorded beside Dynein transport, whose call it bears; z-score; measured here: cell count per field
Ins promoter up cell count = second read-out of Ins promoter up, no call of its own (marks repeat the call); cell count; measured here: cytotoxicity, nuclei count;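 total cells summed across four imaged fields per well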
bCat nuc transl cell count 5 µM = recorded beside bCat nuc transl, whose call it bears; cell count; measured here: cell count, cytotoxicity flag
MT stabilizer Hoechst-high % = recorded beside MT stabilizer, whose call it bears; % Hoechst-high responders; measured here: nuclear condensation Hoechst responders;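 share of cells brighter than vehicle mean plus two SD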
MT stabilizer cytotoxicity % = recorded beside MT stabilizer, whose call it bears; toxicity, %; measured here: cytotoxicity by cell density;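 0% = mean cell density of plate MIN control wells and 100% = no cells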
Autophagy mod cell loss 18 h = further read-out of Autophagy mod, marked with its call; toxicity, %; measured here: cell loss, nuclei count;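 cell loss after 18 h compound exposure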
Starred values were filed as active, the others as inactive; i = inactive; . = not tested or not shown; + = active, no number.

SMILES	UTI89 phage lysis	bCat nuc transl	bCat nuc transl cell count 5 µM	Dynein transport	Dynein transport cytoplasmic EGFP	Dynein transport nuclear GR-EGFP	Dynein transport cell count	MT stabilizer	MT stabilizer Hoechst-high %	MT stabilizer cytotoxicity %	Autophagy mod	Autophagy mod cell loss 18 h	Ins promoter up	Ins promoter up cell count	P. falciparum M1AAP	ER stress rescue	P. falciparum M17LAP
Cc1c(C=O)c2ccccc2n1CC(=O)NCc1ccc2c(c1)OCO2	0.0%	-2.5	1044	-0.64	-0.34	-0.23	0.13	2.8	2.1	6.7	i	5	-0.58	1687	5%	0.2%	-5%
CCOc1ccc(-n2c(N)c(C(=O)NCc3ccco3)c3nc4ccccc4nc32)cc1	2.2%	.	.	-0.85	-0.2	-0.38	-0.11	0.7	1.3	10	i	-17	-0.46	970	11%	-0.2%	-7%
CN(C)CCN(C(=O)c1ccc(S(=O)(=O)N(C)c2ccccc2)cc1)c1nc2cc3c(cc2s1)OCCO3	0.8%	1.3	1249	-0.73	-0.77	-0.22	0.43	.	.	.	.	.	-0.15	1156	-5%	.	-3%
CC(C)C(NS(=O)(=O)c1ccccc1)C(=O)OCc1cc([N+](=O)[O-])cc2c1OCOC2 (stereo unspecified)	5.7%	4.5	1049	1.4	-0.076	1.2	-1.1	4.8	1.4	6.5	i	13	-0.61	1524	-2%	-0.9%	-6%
Cc1ccc(OCC(=O)Nc2ccccc2F)cc1C	0.5%	0.5	901	1.2	-0.018	0.92	-0.56	1.8	0.8	1.2	i	-10	0.3	1584	0%	-2.0%	-4%
COc1ccc(C(=O)NC(=S)Nc2cccnc2)cc1[N+](=O)[O-]	0.2%	-0.6	1100	1.7	-0.29	1	-1.6	2.9	1.2	16	i	-4	-0.66	1391	1%	0.8%	-2%
CC(C)NC(=O)c1ccc2c(=O)n(CC3CCCO3)c(=S)[nH]c2c1 (stereo unspecified)	0.4%	-0.5	1041	0.21	-0.27	0.12	0.27	2.9	2.1	12	i	7	0.8	1108	11%	-0.6%	10%
Clc1c(-c2nnc3n2CCC3)sc2ccccc12	6.4%	-1.6	938	-2.1	0.039	-0.4	0.079	5.1	4.0	0.7	i	34	0.63	1174	-3%	.	3%
O=C(O)CCC(=O)N(Cc1ccco1)C1CC(=O)N(c2ccccc2)C1=O (stereo unspecified)	0.1%	1.3	1277	-0.018	-0.19	0.37	-0.19	.	.	.	.	.	-0.08	1057	7%	.	9%
COc1ccc(OC)c2[nH]c(=O)c(CCNC(=O)Cc3cccs3)cc12	-0.1%	-0.1	1122	-0.16	-0.2	-0.069	0.21	2.2	1.6	3.4	i	16	.	.	3%	0.4%	11%
CN1CCCC(C#CC(O)(c2ccccc2)c2ccccc2)C1 (stereo unspecified)	-0.4%	-0.4	917	0.35	0.0024	0.34	-1.7	2.4	1.7	6.7	i	-1	0.35	1498	2%	1.0%	3%
Cc1cccc(-n2nnnc2SCC(=O)NCCN2C(=O)CSC2=O)c1	0.7%	5.1	732	-0.3	-0.22	0.012	0.08	2.0	1.3	5.4	i	-2	0.17	1047	5%	0.6%	14%
O=C(Cn1nnc(-c2ccccc2F)n1)Nc1cccc2ncccc12	0.1%	-2.9	805	-0.33	0.12	0.29	0.27	2.2	2.8	11	i	-6	0.66	947	-6%	-3.6%	0%
CC(C(=O)NC1CCCC1)N(Cc1ccc2c(c1)OCO2)C(=O)c1snc(C(N)=O)c1N (stereo unspecified)	0.0%	-2.9	813	-0.15	-0.22	0.011	0.25	1.2	1.3	11	+	43*	-0.04	1041	11%	-0.7%	4%
COc1ccc(-c2noc(CCC(N)=O)n2)cc1OC	0.0%	-2.6	1127	-0.84	-0.25	-0.25	-0.057	4.0	3.9	13	i	7	0.3	1946	3%	-2.1%	2%
COC(=O)NCC12CC3CC(C1)CC(CNC(=O)OC)(C3)C2	0.5%	3.2	1151	0.037	-0.24	0.67	0.24	3.6	1.7	4.3	i	6	0.12	1617	4%	1.7%	4%
O=Cc1ccc2oc3nc4n(c(=O)c3c(=O)c2c1)CCCS4	0.2%	.	.	-0.61	0.063	-0.23	0.89	0.8	1.4	12	i	-6	-0.07	886	21%	-0.5%	14%
COc1ccc(Cl)cc1NC(=O)CCc1ccccc1	-0.1%	-3.7	1142	-0.48	-0.082	0.0087	0.092	2.0	1.6	2.7	i	17	0.43	824	1%	2.9%	-5%
O=C(CC(=O)N/N=C\c1c(Cl)cccc1Cl)NCc1ccccc1	1.0%	-0.8	1366	-0.13	-0.08	-0.14	-0.28	1.3	2.2	10	i	-5	-0.23	1517	-2%	0.1%	5%
COc1ccccc1C1CCN(C(=O)c2cccs2)CC1	.	-0.5	1327	0.39	-0.13	0.21	-0.33	.	.	.	.	.	0.06	1110	6%	.	-4%
CCOC(=O)c1c(NC(=O)CCC(=O)NCc2ccco2)sc2c1CCCC2	0.1%	-0.5	1181	-0.59	-0.13	-0.041	0.38	4.1	1.8	7.2	i	-5	-0.24	1066	6%	-0.3%	17%
COc1cccc(N2C(=O)C3NN=C(C(=O)CN4C(=O)c5ccccc5C4=O)C3C2=O)c1 (stereo unspecified)	.	2.6	1275	1.2	-0.063	0.7	-0.86	.	.	.	.	.	0.53	1138	5%	.	3%
O=C1CS/C(=C/C(=O)c2cccc(Cl)c2)N1	0.1%	-1.8	1019	-0.017	-0.15	0.003	-0.17	1.7	1.8	5.8	i	4	0.97	1570	20%	-1.1%	16%
CC1(C)CC(=O)C(C=NCC2CCN(C(=S)Nc3ccccc3)CC2)=C(O)C1	.	-2.4	1219	-0.9	-0.25	-0.46	0.23	.	.	.	.	.	0.27	1389	1%	.	16%
CC(=O)NC(=S)c1c(N)n(Cc2ccccc2)c(=O)n(C)c1=O	.	-2.5	1226	0.2	-0.19	0.3	0.4	2.6	2.0	10	i	0	0.11	1304	9%	-1.9%	15%
Brc1ccc(NC2=Nc3ccccc3CC2)cc1	-0.1%	0.6	1209	0.94	0.059	-0.007	-1.5	3.9	3.3	11	i	-7	-0.83	1532	10%	-0.8%	8%
COc1ccc(C(=O)COC(=O)CCC(=O)c2cccs2)cc1	0.4%	-3.1	1064	1.4	-0.24	0.82	0.27	4.2	2.6	13	i	2	-0.49	1211	1%	0.1%	9%
COc1ccc(CNC(=O)CN2C(=O)C3CCCN3c3ncc(Cl)cc32)cc1 (stereo unspecified)	0.0%	-2.3	1243	0.44	0.33	0.16	0.59	1.1	1.1	19	i	-5	-0.32	920	-1%	-2.7%	8%
Cc1cc2sc(C(=O)O)c(C)c2s1	-0.1%	-1.1	1136	-0.51	-0.23	-0.31	-0.75	3.5	2.6	6.8	i	-9	.	.	-6%	-0.6%	19%
COC(=O)Cc1ccc(NC(=S)Nc2ccccn2)cc1	0.0%	1.5	1000	0.22	-0.24	0.028	0.077	4.4	1.5	0.6	i	8	0.71	1419	1%	0.1%	1%
COC(=O)c1cccc(NC(=O)Cc2nc(-c3ccccc3)sc2-c2ccc(C)cc2)c1	3.6%	-2.4	960	0.36	-0.08	0.27	-1.1	3.4	3.3	8.1	i	-14	-0.26	1198	-2%	-0.2%	1%
O=C(Cc1ccccc1[N+](=O)[O-])N1CCN(c2ccccc2F)CC1	-2.6%	-2.7	1078	-0.72	-0.28	-0.33	0.65	3.4	2.6	8.0	i	-1	0.45	1646	3%	-0.7%	-1%
COc1ccc(S(=O)(=O)Nc2nccs2)cc1OC	0.0%	0.3	1014	1.5	-0.19	0.62	-0.64	2.6	0.9	6.1	i	20	0.17	1481	-4%	-1.7%	11%
Cc1nn(CCC#N)c2nc(C(F)(F)F)[nH]c(=O)c12	0.7%	-6.0	1073	-1	-0.1	0.03	0.57	1.4	1.6	9.1	i	2	0.62	1206	8%	-0.4%	-2%
CC(C)(C)C(=O)C(Cc1ccccc1)n1cncn1 (stereo unspecified)	0.3%	-3.4	1123	-0.16	-0.059	0.28	-0.56	1.1	1.2	9.5	i	-6	.	.	3%	-4.1%	5%
CN(NC(N)=O)c1ncc(C(F)(F)F)cc1Cl	0.2%	-1.1	1094	-0.45	-0.22	-0.53	0.49	2.5	1.8	2.9	i	14	0.72	1869	6%	1.9%	1%
COC(=O)c1ccc2c(=O)n(NC(=O)C(c3ccccc3)c3ccccc3)c(=S)[nH]c2c1	2.9%	-2.6	1195	0.55	0.034	0.17	-2	0.9	1.2	6.6	i	-2	-0.5	985	6%	1.1%	2%
Cc1nnc(SCC(=O)N2CC(=O)Nc3ccccc32)s1	0.3%	.	.	1.2	-0.38	0.6	-1.1	2.1	1.8	6.7	i	-3	.	.	2%	-0.3%	-4%

2 entries picked at random from the list so far:
SMILES	UTI89 phage lysis	bCat nuc transl	bCat nuc transl cell count 5 µM	Dynein transport	Dynein transport cytoplasmic EGFP	Dynein transport nuclear GR-EGFP	Dynein transport cell count	MT stabilizer	MT stabilizer Hoechst-high %	MT stabilizer cytotoxicity %	Autophagy mod	Autophagy mod cell loss 18 h	Ins promoter up	Ins promoter up cell count	P. falciparum M1AAP	ER stress rescue	P. falciparum M17LAP
COc1ccc(C(=O)COC(=O)CCC(=O)c2cccs2)cc1	0.4%	-3.1	1064	1.4	-0.24	0.82	0.27	4.2	2.6	13	i	2	-0.49	1211	1%	0.1%	9%
COC(=O)c1ccc2c(=O)n(NC(=O)C(c3ccccc3)c3ccccc3)c(=S)[nH]c2c1	2.9%	-2.6	1195	0.55	0.034	0.17	-2	0.9	1.2	6.6	i	-2	-0.5	985	6%	1.1%	2%
